# RORg inh: qHTS for inhibitors of ROR gamma transcriptional activity | AID 2551, 2010 | Nuclear receptor ROR-gamma (Mus musculus), P51450 | Potency, µM (titrated, usually from 53.6 µM), inactives show at the top dose activity change, negative = inhibition, most hits filed as inhibitors | Drosophila S2 Gal4-RORgamma UAS-luciferase reporter, 20 h | actives 5.4% (n = 310,000); note: nearly all actives have a fitted effect of over 60% in size
# Target sequence (P51450 whole entry, looked up, the tested form may be a part): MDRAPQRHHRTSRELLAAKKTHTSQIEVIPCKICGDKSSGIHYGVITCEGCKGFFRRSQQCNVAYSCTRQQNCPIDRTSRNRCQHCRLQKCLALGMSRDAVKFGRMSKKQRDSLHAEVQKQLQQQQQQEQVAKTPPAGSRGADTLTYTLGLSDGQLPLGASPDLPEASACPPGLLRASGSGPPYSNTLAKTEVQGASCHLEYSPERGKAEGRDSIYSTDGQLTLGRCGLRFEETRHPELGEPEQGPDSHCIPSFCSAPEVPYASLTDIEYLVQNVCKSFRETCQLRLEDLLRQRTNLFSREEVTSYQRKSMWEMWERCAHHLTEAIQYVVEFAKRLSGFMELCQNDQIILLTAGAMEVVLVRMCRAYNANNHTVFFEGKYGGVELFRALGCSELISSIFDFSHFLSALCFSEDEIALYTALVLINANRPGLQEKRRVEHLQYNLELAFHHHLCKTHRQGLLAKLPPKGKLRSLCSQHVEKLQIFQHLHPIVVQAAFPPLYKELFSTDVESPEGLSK
#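 Drosophila Schneider cells stably carrying a metallothionein-driven Gal4 DBD–ROR gamma fusion and a UAS-Photinus luciferase reporter were exposed to compound for 1 hr, then induced with copper sulfate (700 uM final) for 20 hr at ambient temperature before luminescence reading.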
# Gal4-VP16 FLuc: VP16 counterscreen qHTS for inhibitors of ROR gamma transcriptional activity | actives 3.5% (n = 310,000) | Potency, µM (top dose mostly 53.6 µM), inactives show at the highest dose activity, negative = inhibition, most hits filed as inhibitors | Drosophila S2 Gal4-VP16 UAS-luciferase, luminescence, 20 h;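 note: Gal4-VP16 expression switched on by copper sulfate through the metallothionein promoter; nearly all actives have a fitted effect of over 50% in size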
# An asterisk follows results filed as active; ? = inconclusive; & = joins results of further samples; [ ] = another dose, or the depositor's remark. Calls come from the whole dose curve; as a rule, active = well fitted curve in the direction sought with a large enough effect; inconclusive = small, poorly fitted or top-dose-only effect, or another doubt; inactive = no such curve, though single readings can be large; an effect the other way counts as inactive or inconclusive. % is set by controls: 0 for no effect and ±100 for the full control effect; potency is the fitted concentration of half-maximal effect. The list is partial, so the mix of outcomes need not match the whole.
no.	smiles	RORg inh	Gal4-VP16 FLuc
1	COc1cc(-c2oc3cc(O)ccc3c(=O)c2O)ccc1O	9%	-8%
2	CC1=CC(=O)[C@@H]2C[C@H]1C2(C)C	8%	-5%
3	Cc1noc(C)c1-c1nc(NCc2ccccc2)c2ccccc2n1	?	?
4	CC(=O)N1CC2(CC2)CC1c1ccccc1 (stereo not drawn)	-2%	-2%
5	CN(Cc1ccco1)c1ccnc(-c2ccoc2)n1	-13%	-16%
6	CCOC(=O)N/N=C1/C[C@@H](O)[C@@H](O)[C@@H]2[C@@H]3C(=O)N(C4CCCCC4)C(=O)[C@H]3CC[C@@H]12	5%[10 µM]	-8%[10 µM]
7	Nc1ccc(C(=O)Oc2ccccc2)c(O)c1	2%	-13%
8	CC(=O)N[C@@H](CSC(=O)[C@]1([C@@H](O)C(C)C)NC(=O)[C@H](C)[C@@H]1O)C(=O)O	?	-27%[10 µM]
9	COC(=O)[C@@H]1C[C@@]1(C)[C@@H](NC(=O)OCc1ccccc1)c1ccccc1	?	5%
10	Cc1cccc(CNc2nc(-c3ccoc3)nc3ccccc23)c1	5%	3%
11	COc1cccc([C@@H]2Oc3ccc(OC)cc3C[C@H]2OC(=O)N[C@H](C)C2CCCCC2)c1	-12%	-2%
12	CC(=O)OCC1OC(n2cnc3c(Cl)nc(Cl)nc32)C(OC(C)=O)C1OC(C)=O (stereo not drawn)	-25%	-3%
13	CO[C@@H](CCO)C[C@H]1O[C@H](C(=O)OC(C)C)CC[C@@H]1C	0%	-14%
14	O=C1CCC=C1C(O)CCc1ccccc1 (stereo not drawn)	1%	-13%
15	O=C(Nc1cccc(F)c1)N1CCCC2(CCN(C(=O)c3cnccn3)CC2)C1	-1%	4%
16	CC(C)CN1CCC2(CC1)CCN(C(=O)c1csnn1)CC2	-3%	-4%
17	COc1ncc2nc(-c3ccc(Cl)cc3)c(=O)n(CCc3ccccc3)c2n1	-5%	-1%
18	CO[C@@H]1COC(=O)C/C=C\[C@@H](C)[C@H](OC)COC(=O)[C@H](COCc2ccccc2)NC(=O)C/C=C\[C@H]1C	13%[10 µM]	-3%[10 µM]
19	O=C1C=CC2=C3c4cc(O)c(O)cc4C[C@@]3(O)COC2=C1	-45%	-5%
20	CC(C)OC(=O)C[C@H](NC(=O)OC(C)(C)C)c1ccccc1	2%[10 µM]	-6%[10 µM]

# Some of the entries so far, with values under each structure.
# Values run as follows: RORg inh | Gal4-VP16 FLuc
(16) CC(C)CN1CCC2(CC1)CCN(C(=O)c1csnn1)CC2
 : -3% | -4%
(17) COc1ncc2nc(-c3ccc(Cl)cc3)c(=O)n(CCc3ccccc3)c2n1
 : -5% | -1%
(18) CO[C@@H]1COC(=O)C/C=C\[C@@H](C)[C@H](OC)COC(=O)[C@H](COCc2ccccc2)NC(=O)C/C=C\[C@H]1C
 : 13%[10 µM] | -3%[10 µM]

# Continuation:
no.	smiles	RORg inh	Gal4-VP16 FLuc
21	OCC(O)C(O)C(O)CO (stereo not drawn)	-12%&9%	?
22	COc1ccccc1-c1ccc2ncnc(NC3CCNCC3)c2c1	6%	0%
23	Nc1nc(Cl)nc2c1ncn2C1OC(CO)C(O)C1F (stereo not drawn)	-34%	?
24	O=C(O)/C=C1\CCCc2ccccc2[C@H]1O	2%	-10%
25	CCCCC/C=C\C/C=C\CCCCCCCC(=O)O[C@@H](CO)COC(=O)CCCCCCCCCCCCCCCCC	2%	10%
26	CC(=O)N[C@H](c1ccccc1)[C@@]1(C)C[C@@H]1[C@@H](C)C(=O)Nc1ccc2ccccc2c1	32%	-5%
27	CN1CCC2(CC1)CCN(C(=O)c1cccc(F)c1)CC2	0%	6%
28	Cc1ccc2c(c1)C(=O)C1(O)CCN(c3ccccc3)C1=N2 (stereo not drawn)	29%	3%
29	COCC1=C2c3ccccc3[C@H](C[N+](=O)[O-])C(C(=O)OC)(C(=O)OC)C[C@@H]2n2c(=O)n(-c3ccccc3)c(=O)n2C1	3%&16%&-45%	2%&-5%&2%
30	CCC1C(=O)CC2CCN3C(=O)CCC1C23 (stereo not drawn)	-9%	3%
31	COC(=O)CN1CC(=O)c2ccccc2S1(=O)=O	-9%	23%
32	CCN1C(=O)[C@H]2[C@H]3[C@H](O)[C@H](O)C/C(=N/O[C@@H]4O[C@@H](COC(C)=O)[C@@H](OC(C)=O)[C@@H](OC(C)=O)[C@H]4OC(C)=O)[C@H]3CC[C@@H]2C1=O	6%[10 µM]	2%[10 µM]
33	O=C(c1cc(C(F)(F)F)cc(C(F)(F)F)c1)N1CCC2(CCCN(Cc3ccncc3)C2)CC1	-27%	-11%
34	O=C(/C=C\c1ccccc1)c1ccccc1O	17%[10 µM]	26%[10 µM]
35	O=C1C=C(O)c2ccccc2C1=O	-7%&-1%	0%&-12%
36	CCCC[C@H]1C(=O)N(c2ccccc2)N(c2ccc(O)cc2)C1=O	5%[2.98 µM]	5%[17 µM]
37	CCOc1cccc(C(=O)c2ccc(O)c(O)c2O)c1	-32%	4%
38	CCOC(=O)OCC1OC(C#Cc2ccc(F)cc2F)C=CC1OC(=O)OCC (stereo not drawn)	5%[10 µM]	16%[10 µM]
39	CCCCC/C=C\C/C=C\C/C=C\C/C=C\CCCC(=O)OC(CO)CO	8%&-20%	10%&-7%
40	CN1[C@@H](CC(=O)c2ccccc2)CCC[C@@H]1C[C@@H](O)c1ccccc1	-6%[16.9 µM]	-3%[17 µM]
41	Cc1cnc(C(=O)O)c[n+]1[O-]	7%&15%	-14%&-10%
42	CC(C)=CCC/C(C)=C/CO/N=C1/C[C@@H](O)[C@@H](O)[C@@H]2[C@@H]3C(=O)N(Cc4ccc5c(c4)OCO5)C(=O)[C@H]3CC[C@H]12	0%[10 µM]	-9%[10 µM]
43	CC[C@@]1([C@@H]2O[C@@H]([C@H]3O[C@@](O)(CO)[C@H](C)C[C@@H]3C)C[C@@H]2C)CC[C@H]([C@]2(C)CC[C@]3(C[C@H](O)[C@@H](C)[C@@H]([C@@H](C)[C@@H](OC)C(C)C(=O)O)O3)O2)O1 (stereo partly drawn)	?	-16%
44	CN1CCN(c2ncc3nc(-c4ccc(Cl)cc4)c(=O)n(Cc4cccs4)c3n2)CC1	-35%	-12%
45	C=C(CO)C1Cc2c(ccc3c2OC2COc4cc(OC)c(OC)cc4C2C3=O)O1 (stereo not drawn)	?	?
46	[N-]=[N+]=NCC1OC(n2cnc3c(=O)[nH]c(N)nc32)C(O)C1O (stereo not drawn)	5%	-3%
47	CC(C)CO/N=C1/C[C@@H](O)[C@@H](O)[C@@H]2[C@@H]3C(=O)N(Cc4ccccc4)C(=O)[C@H]3CC[C@@H]12	-16%[10 µM]	-1%[10 µM]
48	O=C1NC(=O)C2C3C=CC(C3)C12 (stereo not drawn)	-7%	4%
49	CCNC(=O)[C@H]1O[C@H](n2cnc3c(N)nc(NCCc4ccc(CCC(=O)O)cc4)nc32)[C@@H](O)[C@@H]1O	1%	3%
50	COc1cc2c(cc1OC)C1N(CC2)C(=O)CCC12C(=O)CCCC2=O (stereo not drawn)	-29%	-7%
51	Cc1ccc(S(=O)(=O)N[C@H]2COC(=O)C/C=C\[C@H](C)[C@@H](NS(=O)(=O)c3ccc(C)cc3)COC(=O)C/C=C\[C@@H]2C)cc1	-3%[10 µM]	-6%[10 µM]
52	COc1ccc(C(=O)N2CCC3(CC2)CCN(C(c2ccccc2)c2ccccc2)CC3)cc1	-10%	-17%
53	O=c1c(-c2ccc(Cl)cc2)nc2cnc(N3CCNCC3)nc2n1-c1ccccc1	-12%	-11%
54	CCCCC[C@H](O)/C=C/[C@H]1OC(O)C[C@H](O)[C@@H]1C/C=C\CCCC(=O)O (stereo partly drawn)	4%	6%
55	C=C1CCN(C(C(=O)NCc2ccc(Cl)c(Cl)c2)C(C)C)S(=O)(=O)c2ccccc21 (stereo not drawn)	11%	-3%
56	O=C(c1ccc2c(c1)OCO2)N1CCCCC1	-2%&8%	0%&-4%
57	Cc1cnc(CNc2cc(-c3cccc(NS(C)(=O)=O)c3)ncn2)cn1	32%	3%
58	Cc1nc2cnc(Oc3ccccc3)nc2n(C2CC2)c1=O	-31%	0%
59	COC(=O)NC(c1cccc(C)c1)[C@@]1(C(=O)OC)CCCC1=O (stereo partly drawn)	-22%[10 µM]	-2%[10 µM]
60	Cc1c(S(=O)(=O)O)oc2c1C(=O)C(=O)c1c-2ccc2c1CCCC2(C)C	43%	-22%

# Another view of some results above.
# Second line of a record: RORg inh	Gal4-VP16 FLuc
(43) CC[C@@]1([C@@H]2O[C@@H]([C@H]3O[C@@](O)(CO)[C@H](C)C[C@@H]3C)C[C@@H]2C)CC[C@H]([C@]2(C)CC[C@]3(C[C@H](O)[C@@H](C)[C@@H]([C@@H](C)[C@@H](OC)C(C)C(=O)O)O3)O2)O1 (stereo partly drawn)
 : ?	-16%
(44) CN1CCN(c2ncc3nc(-c4ccc(Cl)cc4)c(=O)n(Cc4cccs4)c3n2)CC1
 : -35%	-12%
(45) C=C(CO)C1Cc2c(ccc3c2OC2COc4cc(OC)c(OC)cc4C2C3=O)O1 (stereo not drawn)
 : ?	?
(46) [N-]=[N+]=NCC1OC(n2cnc3c(=O)[nH]c(N)nc32)C(O)C1O (stereo not drawn)
 : 5%	-3%
(47) CC(C)CO/N=C1/C[C@@H](O)[C@@H](O)[C@@H]2[C@@H]3C(=O)N(Cc4ccccc4)C(=O)[C@H]3CC[C@@H]12
 : -16%[10 µM]	-1%[10 µM]
(48) O=C1NC(=O)C2C3C=CC(C3)C12 (stereo not drawn)
 : -7%	4%
(49) CCNC(=O)[C@H]1O[C@H](n2cnc3c(N)nc(NCCc4ccc(CCC(=O)O)cc4)nc32)[C@@H](O)[C@@H]1O
 : 1%	3%
(50) COc1cc2c(cc1OC)C1N(CC2)C(=O)CCC12C(=O)CCCC2=O (stereo not drawn)
 : -29%	-7%
(51) Cc1ccc(S(=O)(=O)N[C@H]2COC(=O)C/C=C\[C@H](C)[C@@H](NS(=O)(=O)c3ccc(C)cc3)COC(=O)C/C=C\[C@@H]2C)cc1
 : -3%[10 µM]	-6%[10 µM]
(52) COc1ccc(C(=O)N2CCC3(CC2)CCN(C(c2ccccc2)c2ccccc2)CC3)cc1
 : -10%	-17%
(53) O=c1c(-c2ccc(Cl)cc2)nc2cnc(N3CCNCC3)nc2n1-c1ccccc1
 : -12%	-11%
(54) CCCCC[C@H](O)/C=C/[C@H]1OC(O)C[C@H](O)[C@@H]1C/C=C\CCCC(=O)O (stereo partly drawn)
 : 4%	6%
(55) C=C1CCN(C(C(=O)NCc2ccc(Cl)c(Cl)c2)C(C)C)S(=O)(=O)c2ccccc21 (stereo not drawn)
 : 11%	-3%
(56) O=C(c1ccc2c(c1)OCO2)N1CCCCC1
 : -2%&8%	0%&-4%
(57) Cc1cnc(CNc2cc(-c3cccc(NS(C)(=O)=O)c3)ncn2)cn1
 : 32%	3%
(58) Cc1nc2cnc(Oc3ccccc3)nc2n(C2CC2)c1=O
 : -31%	0%
(59) COC(=O)NC(c1cccc(C)c1)[C@@]1(C(=O)OC)CCCC1=O (stereo partly drawn)
 : -22%[10 µM]	-2%[10 µM]
(60) Cc1c(S(=O)(=O)O)oc2c1C(=O)C(=O)c1c-2ccc2c1CCCC2(C)C
 : 43%	-22%

# Next section.
no.	smiles	RORg inh	Gal4-VP16 FLuc
61	O=C(O)c1ccc(NC(=O)[C@H](Cc2ccc(O)cc2)NC(=O)c2ccccc2)cc1	1%	6%&0%
62	CN(C)C(=O)c1ccc(-c2cc(-n3ccnc3)ncn2)cc1	-34%	-7%
63	COc1c(C)c2c(c(O)c1CC=C(C)CCC(=O)OCCN1CCOCC1)C(=O)OC2	5%	-3%
64	CCCCC#Cc1nc(NC)c2ncn([C@@H]3O[C@@H](CO)[C@H](O)[C@H]3O)c2n1	10%	-23%
65	CCCCCCCCCCCCC(C(=O)O)C(C)C(=O)O (stereo not drawn)	15%	-12%
66	COc1cccc(Nc2ncc3nc(-c4cc(F)cc(F)c4)c(=O)n(CCC#N)c3n2)c1	0%	3%
67	CC(=O)NCCNc1nc(-c2ccccc2Cl)nc2ccccc12	-15%	8%
68	COC(=O)C1=C(C)N(Cc2ccccc2)[C@]23O[C@](C(=O)OC)(C(=O)N2C1c1ccccc1)C(c1ccccc1)C3C(=O)c1ccccc1 (stereo partly drawn)	7%&5%[10 µM]	9%&-8%[10 µM]
69	COc1ccc2[nH]cc(CCNc3nc(-c4cccnc4)nc4ccccc34)c2c1	21%	-6%
70	Cc1ccccc1-c1cncnc1NCCN1CCOCC1	4%	-8%
71	O=C(c1ccco1)N1CCC2(CC1)CN(c1ccc(-c3ccccc3)cc1)C2	-10%	?
72	COC1=C(OC)C(=O)C(C/C=C(\C)CC/C=C(\C)CC/C=C(\C)CC/C=C(/C)CC/C=C(\C)CC/C=C(\C)CC/C=C(\C)CC/C=C(\C)CC/C=C(\C)CCC=C(C)C)=C(C)C1=O	-4%	-7%
73	O=c1c(-c2ccc(Cl)cc2)nc2cnc(N3CCOCC3)nc2n1C[C@H]1CCCO1	-6%	6%
74	CO[C@H]1COC(=O)[C@H](C)NC(=O)[C@@H](C)COC(=O)C/C=C\[C@@H]1C	-1%[10 µM]	-5%[10 µM]
75	CCCn1c(C)nc2c(N(C)CCN(C)C)nc(C)nc21	-16%	-5%
76	CNc1ccnc(-c2ccccc2OC)n1	-23%	8%
77	COc1cc2oc(=O)cc(-c3ccc(-c4ccc(NC(C)=O)cc4)cc3)c2c(OC)c1OC	3%	-4%
78	Cc1ccccc1-c1ccc2ncnc(-n3ccnc3)c2c1	11µM*	13µM*
79	COc1ccccc1-c1ccc2ncnc(NC3CC3)c2c1	?	?

# Compound activity from PubChem BioAssay.
